# Screening data (PubChem BioAssay)
# OX1R antag = blocks the human orexin 1 receptor. CHO/OX1R cells, Fluo-8 calcium fluorescence, orexin A. inhibition, % at 5 µM. 330,000 compounds, 0.43% hits. AID 434989;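 active means inhibition above its plate's threshold, mean inhibition of all tested compounds on the plate plus 3 SD, cut at about 37% in these data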;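 further: 0% = orexin A challenge wells and 100% = SB-334867-A antagonist wells; not every result past the cut was called active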
# Target sequence (O43613 whole entry, looked up): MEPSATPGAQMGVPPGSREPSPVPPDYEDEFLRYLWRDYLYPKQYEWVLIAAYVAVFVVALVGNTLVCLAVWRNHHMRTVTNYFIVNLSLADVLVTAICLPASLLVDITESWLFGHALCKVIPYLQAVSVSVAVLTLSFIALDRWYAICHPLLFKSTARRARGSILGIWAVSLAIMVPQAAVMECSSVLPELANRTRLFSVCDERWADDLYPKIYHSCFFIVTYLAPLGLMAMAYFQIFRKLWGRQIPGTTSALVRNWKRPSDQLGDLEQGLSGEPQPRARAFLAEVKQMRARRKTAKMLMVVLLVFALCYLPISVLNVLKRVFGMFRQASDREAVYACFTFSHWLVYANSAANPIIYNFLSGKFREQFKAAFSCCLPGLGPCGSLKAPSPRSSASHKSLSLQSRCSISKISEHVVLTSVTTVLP
# CHT PAM = allosterically activates the human high affinity choline transporter; B-score at 10 µM; AID 488977; 310,000 compounds, 0.49% hits; CHT-expressing cells, membrane potential dye, choline EC20; hits give high values; LV-AA mutant CHT in HEK293 cells; Q9GZV3;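 active means initial fluorescence not abnormally high and integrated response B-score, plate-corrected, over 3 SD above library mean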
# Target sequence (Q9GZV3 whole entry, looked up): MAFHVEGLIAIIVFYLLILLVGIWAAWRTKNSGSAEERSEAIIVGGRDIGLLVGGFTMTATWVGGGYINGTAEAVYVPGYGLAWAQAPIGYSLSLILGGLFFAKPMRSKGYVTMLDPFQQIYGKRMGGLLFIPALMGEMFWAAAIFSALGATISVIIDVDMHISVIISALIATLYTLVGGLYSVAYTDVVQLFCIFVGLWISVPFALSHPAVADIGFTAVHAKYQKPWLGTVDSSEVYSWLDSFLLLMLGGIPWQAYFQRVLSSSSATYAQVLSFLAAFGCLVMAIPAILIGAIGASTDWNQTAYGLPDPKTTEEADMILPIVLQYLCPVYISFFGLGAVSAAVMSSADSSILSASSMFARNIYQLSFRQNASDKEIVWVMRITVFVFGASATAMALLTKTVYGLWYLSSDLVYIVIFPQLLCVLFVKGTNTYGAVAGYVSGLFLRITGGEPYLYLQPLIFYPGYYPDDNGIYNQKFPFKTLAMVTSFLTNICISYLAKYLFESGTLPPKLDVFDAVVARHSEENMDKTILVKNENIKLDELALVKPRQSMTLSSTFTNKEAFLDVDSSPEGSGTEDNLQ
# * marks the source's active call; other numbers are inactive results; i = inactive; . = not tested or not shown.
Compound	OX1R antag	CHT PAM
COc1ccc(CCNC(=O)CSCc2ccc(Cl)cc2)cc1OC	-11.2	i
O=c1[nH]c2ccc(N/C(=N/S(=O)(=O)c3ccccc3)c3ccccc3)cc2[nH]1	5.1	i
COc1ccc(-c2nnc3ccc(SCC(=O)NCc4ccco4)nn23)cc1	-16.0	i
O=C1CN(C(=O)c2ccc(F)c(S(=O)(=O)N3CCOCC3)c2)c2ccccc2N1	4.4	i
COc1ccc(C(=O)CSc2cc(C)nc3nc(C)nn23)cc1OC	-30.7	i
Cc1cc(OCc2cc(C(=O)N3CCCCCC3)no2)cc(C)c1Cl	-30.1	i
COc1cccc(-c2noc(-c3ccc(Cl)nc3)n2)c1	-17.0	i
NC(=O)[C@@H]1CCNc2c(I)cc([N+](=O)[O-])cc2C(=O)N[C@@H](CCC(=O)O)C(=O)N[C@@H](CO)C(=O)N1	-7.4	i
O=C(C1=C[C@@H](c2coc3ccccc3c2=O)C[C@@H](OCCCCO)O1)N1CCN(Cc2ccc3c(c2)OCO3)CC1	-33.9	i
CCOc1ccc(NC(=O)C(NC(=O)C2CCC(C)CC2)C(C)C)cc1 (configuration not stated)	-23.5	i
C[n+]1cccc(/C=N/Nc2nc(Cl)c(C#N)c(Cl)c2Cl)c1	-1.9	i
COC(=O)Nc1nc(-c2ccccc2)c(C(=O)c2ccccc2)s1	-17.7	i
S=c1[nH]nc(COc2ccccc2)n1/N=C/c1c(Cl)cccc1Cl	-5.5	i
COCCCNC(=S)NNC(=O)c1cc(Cl)c(O)c(Cl)c1	-4.8	i
Cc1cc(C(=O)OCC(=O)Nc2cccc(S(=O)(=O)N(C)C)c2)c2ccccc2n1	-20.2	i
CC(OC(=O)c1ccc(Cl)cc1)C(=O)NCc1ccc2c(c1)OCO2 (configuration not stated)	0.9	.
CCOC(=O)Nc1sc(C(=O)N(C)C)c(C)c1C(=O)OCC	-28.0	i
Cc1ccc(C)c(NC(=O)C2CCN(S(=O)(=O)c3ccc4c(c3)NC(=O)CO4)CC2)c1	-15.9	i
O=C1NCCCc2c1oc1cc(Br)c(O)c(Br)c21	10.5	i
CC(=O)Nc1sc2c(c1C(c1ccccn1)N1CCCC1)CCCC2 (configuration not stated)	-14.1	i
O=C(OCC(=O)N1CCCCCC1)c1cccnc1Cl	0.1	.
Nc1cccnc1S(=O)(=O)c1cccc(C(F)(F)F)c1	4.2	i
Oc1ccc(/C=N/NC(=S)N2CCOCC2)cc1	1.5	i
Cc1cc(Nc2ccccc2)c2c([N+](=O)[O-])ccc(C)c2n1	-40.5	i
CN1CCN(C(=O)c2cc3sccc3n2CC(=O)c2ccccc2)CC1	-28.6	i
CCOc1ccccc1-c1ccc(C(=O)NCc2ccccc2)o1	-18.1	i
Cc1cccc(C)c1NC(=O)C(C)Sc1n[nH]c(-c2ccncc2)n1 (configuration not stated)	-9.7	i
Cc1cccc(N(CC(=O)NC2CCCC2)C(=O)CCC(=O)Nc2nc(C)cs2)c1	-24.0	i
O=C(Cc1csc(NC(=O)Nc2cccc(Cl)c2)n1)NCc1cccnc1	-32.4	i
O=C(COc1ccc2ccc(=O)oc2c1)OCc1ccccc1	2.9	i
CCCn1c(SCC(=O)NCc2ccc(C)cc2)n[nH]c1=O	-11.4	i
COc1ccccc1N(CC(=O)Nc1ccc(C(F)(F)F)cc1)S(C)(=O)=O	-18.7	i
Cc1ccc(OCC(=O)N(Cc2cccs2)C2CCS(=O)(=O)C2)cc1 (configuration not stated)	-17.5	i
Cc1cc(C)cc(OCC(=O)Nc2ccncc2)c1	-13.8	i
O=C(NCc1nnc(SCC(=O)N2CCOCC2)o1)c1c(F)cccc1Cl	-6.3	i
COC1CCCCC1Nc1ccc(C)c(C)c1 (configuration not stated)	-6.9	i
Cc1cccc(-n2c(O)c(C=Nc3ccccc3O)c3ccccc3c2=O)n1	-7.0	i
Cc1ccc(C(=O)COC(=O)CN2C(=O)C3C4C=CC(C4)C3C2=O)cc1C (configuration not stated)	-22.8	i
CCO[C@H]1OC(C(=O)O)=C[C@@H](C)[C@@H]1CCCO	0.1	i
CCOC(=O)C1(Cc2ccccc2)CCN(Cc2ccc3c(c2)OCCO3)CC1	-5.5	i
CCN(CC)c1ccc(/C=C/C(=O)c2ccc(Br)cc2)cc1	99.2*	i
Cc1ccc(C(=O)OCC(=O)NC(=O)c2ccc(C(C)(C)C)cc2)c(O)c1	-7.8	i
Cc1cc(C(F)(F)F)n2nc(C(=O)O)c(Cl)c2n1	-6.9	i
COc1ccc(NC(=O)CSc2nc3c([nH]c4ccccc43)c(=O)n2C)c(OC)c1	-26.1	i
Cc1ccc(N2C(=O)N(CC(=O)N(C)Cc3ccccc3)C(=O)C2C)cc1 (configuration not stated)	-15.2	i
Cc1oc(-c2cccc(Cl)c2)nc1CN1CCC(C(=O)NCC2CCCO2)CC1 (configuration not stated)	-16.4	i
C=CCNC(=O)c1cnn(-c2ccccc2)c1-c1ccccc1	-14.7	i
CC(=O)c1ccc(-n2nnnc2SCC(=O)NNC(=O)c2ccco2)cc1	-4.8	i

# For reference, some entries already given.
Compound	OX1R antag	CHT PAM
CCN(CC)c1ccc(/C=C/C(=O)c2ccc(Br)cc2)cc1	99.2*	i
Cc1ccc(C(=O)OCC(=O)NC(=O)c2ccc(C(C)(C)C)cc2)c(O)c1	-7.8	i

# (next part)
Compound	OX1R antag	CHT PAM
COc1ccccc1N=Cc1c(C)c(C#N)c2[nH]c3ccccc3n2c1=O	-19.7	i
CCc1ccccc1NC(=O)CSc1nc2[nH]c(=O)cc(O)c2s1	-13.8	i
Cc1ccc(C)c(S(=O)(=O)C(C#N)c2nc3ccccc3nc2N2CCOCC2)c1 (configuration not stated)	-16.2	i
Cn1nc(C(=O)NCC2COc3ccccc3O2)c2ccccc2c1=O (configuration not stated)	-25.9	.
O=c1ccc(Cc2ccccn2)n[nH]1	-16.7	i
Cc1ccc(CNC(=O)c2cc3c(s2)CN(Cc2ccccc2)C3)cc1	-4.0	i
COC(=O)CCCn1c(C)cc(C(=O)CCl)c1C	0.8	i
O=C(NCCCc1ccccc1)c1ccccc1O	-14.6	i
CCCCC(=O)Nc1cccc(NC(=O)c2ccc3c(c2)OCO3)c1	-0.7	i
CC1=C(C(=O)OC(C)C)C(c2cccs2)N2C(=O)CCSC2=N1 (configuration not stated)	-33.4	i
CC1CCN(C(=O)CSc2nnc(Cc3cccn3C)n2-c2ccc(F)cc2)CC1	-26.9	i
COc1ccc(-c2coc3c(CN4CCOCC4)c(O)ccc3c2=O)cc1	-12.7	i
Cc1onc(-c2ccccc2)c1C(=O)NCc1ccc(Cl)cc1	.	i
COc1ccc(OC)c(-n2cnc3cc(C(=O)O)ccc32)c1	-6.0	i
O=C(C1CCC(=O)N1Cc1cccnc1)N1CCN(c2ccc(F)cc2)CC1 (configuration not stated)	0.3	i
O=C(O)c1ccccc1C(=O)Nc1ccc(Br)c2cccnc12	1.8	i
Cc1cc(C(c2ccc(O)cc2)c2cc(C)c(O)cc2C)c(C)cc1O	29.2	i
Cc1cc(C(=O)Nc2cccnc2Cl)on1	-11.5	i
O=S1(=O)CCOCCCN1Cc1ccccc1F	-5.7	i
CCCNC(=O)c1onc(CSc2nc3ccccc3[nH]2)c1C(=O)NCCC	-33.7	i
NC(=O)c1c(NC(=O)CSc2nnc(-c3ccco3)n2-c2ccccc2)sc2c1CCC2	-35.6	i
CCOC(=O)Cc1nc2ccccc2n(CC#N)c1=O	-12.4	i
Cc1csc(=O)n1CCC(=O)OCc1nnc(-c2ccccc2)o1	-16.8	i
CNC(=O)CCc1ccc(OC)cc1	-2.4	i
CCO/C=N/c1c(C#N)c(CC#N)nn1-c1ccccc1	-0.5	i
CC(=O)Nc1ccc(N(C(=O)CNC(=O)c2cccs2)C(C(=O)NCC2CCCO2)c2ccccc2)cc1 (configuration not stated)	-17.3	i
CCOC(=O)C1=NN(c2ccc(C)cc2)CC1C(=O)OC (configuration not stated)	-5.5	i
CC(=O)c1cccc(NC(=O)c2ccc(N(C)S(=O)(=O)c3ccc(C)cc3)cc2)c1	9.3	i
COc1cccc(CN(C)C(=O)CCN(c2ccccc2)S(=O)(=O)c2ccc(C)cc2)c1OC	-28.5	i
CC(=O)Oc1ccccc1C(=O)Oc1ccccc1C(=O)O	9.7	i
COc1cccc(C(=O)N2CCC(C(=O)NCc3ccco3)CC2)c1	-6.0	i
CCOCCCn1c(SCC(=O)Nc2cccc(S(=O)(=O)NC3=NCCCCC3)c2)nc2ccccc2c1=O	-21.7	i
CCNc1nc(Oc2ccc(=O)n(-c3ccccc3)n2)nc(N2CCOCC2)n1	-16.1	i
C[N+](C)(C)CCOC(=O)C1(c2ccccc2)CCCC1	-4.5	i
CC1(c2ccccc2)NC(=O)N(CC(=O)Nc2ccc(Cl)c(S(=O)(=O)N3CCCCC3)c2)C1=O (configuration not stated)	-16.6	i
CCN1C(=O)[C@@H]2C(C(=O)c3cnccn3)=NN[C@@H]2C1=O	-13.5	i
COc1ccc([N+](=O)[O-])cc1NC(=O)C(C)OC(=O)c1ccccc1C(=O)c1ccc(Cl)cc1 (configuration not stated)	-6.3	i
CCOC(=O)C1CCCN(C(=O)c2cccc3ccccc23)C1 (configuration not stated)	-0.8	i
Cc1cc(-c2ccccc2)nc2cc(C(N)=O)nn12	-7.1	i
C/C(NCc1cccnc1)=C(\C#N)C(=O)NCc1ccccc1	-26.4	i
COc1ccc(-c2coc3c(C)c4oc(=O)c(CCC(=O)O)c(C)c4cc23)cc1	5.8	i
COc1ccc(CC(=O)N(C)CC(=O)Nc2c(C)cccc2C)cc1S(=O)(=O)N1CCOCC1	-17.7	.
C(=N\Nc1ccccn1)/c1ccc(N2CCOCC2)cc1	-15.1	i
CC(C)Cn1cc(C(=O)N2CCN(c3ccccn3)CC2)c2c3ccccc3n(C)c2c1=O	-28.8	i
O=C(NCCc1ccccn1)c1cc(-c2ccccc2Cl)nc2ccccc12	-16.6	i
COc1ccc(S(=O)(=O)NCC(c2cccnc2)N2CCN(Cc3ccccc3)CC2)cc1C (configuration not stated)	-29.0	i
CS(=O)(=O)c1ccc(Cl)c(NC(=O)CCNC(=O)c2ccco2)c1	-2.9	i
Cc1nc(=O)c(-c2ccccc2)c(C)n1CC1CCCO1 (configuration not stated)	-6.2	i
Cc1ccccc1C(=O)NCCNC(=O)c1ccco1	-15.3	i
Cc1cccc(S(=O)Cc2ccc(C(=O)N3CCOCC3)o2)c1 (configuration not stated)	-6.2	i
CC(C)n1cnc2c(NCc3ccccc3)cc(OCC3CCN(C)CC3)cc21	-8.0	.
CN(C)C1=NC[C@H](Cc2ccccc2)N1CCc1ccc(F)cc1	-17.7	i
CC1CC(=O)N(c2ccc(C(C)C)cc2)C(=O)C1	0.4	i
O=C(CSc1nnc(-c2ccncc2)o1)Nc1cc(Cl)ccc1C(=O)O	-7.5	.
COc1cccc(CN2CCNC(=O)C2CC(=O)NCCN2CCCCC2=O)c1 (configuration not stated)	3.3	i
CCN(CC)S(=O)(=O)c1cc(-c2nnc(-c3ccc(Br)cc3)o2)ccc1Cl	-13.4	i

# Going on with the list:
Compound	OX1R antag	CHT PAM
CCOC(=O)c1cc(C(=O)NC(C)c2ccccc2)c(=O)[nH]c1C (configuration not stated)	-30.8	i
COc1cccc(OC)c1OCC(O)CN1CCN(c2ccc(F)cc2)CC1 (configuration not stated)	-26.3	i
Cc1sc2nc(CSCC(=O)N(C)c3ccccc3)[nH]c(=O)c2c1C	-16.3	i
O=C(NC1CCCCC1)c1ccc(CN2CCOCC2)cc1	-3.2	i
O=C(CSc1nccn1-c1ccccc1)N1CCc2ccccc21	-13.1	i
CCN1C(=O)C2(C(C#N)=C(N)Oc3c2c(C)nn3-c2ccccc2)c2ccccc21 (configuration not stated)	-22.5	i
Fc1cccc(Cl)c1CSc1nnc(COc2cccc3cccnc23)o1	-20.3	i
O=C(Nc1cccc(NC(=O)c2cccs2)c1)c1ccc([N+](=O)[O-])o1	-0.1	i
Nc1nnc(CC(=O)N/N=C/c2ccc(-c3ccc(F)cc3)o2)s1	-14.6	i
O=C(NCCOCCNC(=O)OCc1ccccc1)OCc1ccccc1	-3.3	i
Cc1cc(SCC(=O)OC(C)C(=O)N(C)c2ccccc2)nc2ccccc12 (configuration not stated)	48.1*	i
CC(C)C(c1nnnn1C1CCCCC1)N1CCOCC1 (configuration not stated)	0.8	i
CN(CC(=O)NCc1ccccc1Cl)CC(=O)Nc1cccc(F)c1	-21.0	i
Cc1cccc(C)c1C(=NCCCN(C)C)c1ccccc1	-16.2	i
O=C(CO)N/N=C/c1c2ccccc2cc2ccccc12	-24.6	i
Cc1cccc(C(CC(=O)NCc2ccco2)c2ccccc2)c1O (configuration not stated)	-1.6	i
Cc1ccc(-n2c3c(cc(C(=O)NCC(=O)c4ccccc4)c2=O)C(=O)CCC3)cc1	-6.1	i
COc1ccccc1CC(=O)NCCc1ccccc1	5.3	i
CC(C)NCC1CCc2cc(CO)c([N+](=O)[O-])cc2N1 (configuration not stated)	10.3	i
CC1(C)CC(NS(=O)(=O)c2ccc(S(N)(=O)=O)cc2)CC(C)(C)N1	-3.2	i
CC1CC(C)CN(c2ncnc3c2cnn3Cc2ccc(Cl)cc2)C1 (configuration not stated)	-12.1	i
CCCNC(=O)COC(=O)/C=C/c1ccc2c(c1)OCO2	-10.6	i

# Outcome played no part in choosing rows (roughly 0.83% active in at least one column).
